# SMN2 splice up = enhancers of SMN2 splice variant expression | HEK293 SMN2-luciferase splicing reporter, luminescence, 30-36 h | Potency, µM (highest dose often 46.1 µM), without a hit: top-dose activity change, positive = activation, usual class: activators | actives 2.8% (n = 210,000) | AID 1458; also: potency is read from the fitted curve at half-maximal effect; % of control where 0% means no effect; nearly all actives have a fitted effect of over 55% in size
#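 HEK293 cells carry an SMN2 minigene-luciferase reporter in which exon 7 inclusion puts luciferase in frame. Cells were seeded at 2000 cells/well, attached for 10-12 hours, then exposed to compounds for 30-36 hours at 37C before ONE-Glo luminescence.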
# HTT ATP protect = Huntington cell model cytoprotection by ATP luminescence; PC12 HTT-Q103 induced, cytoprotection, ATP luminescence, 40 h; Potency, µM (highest dose often 56.4 µM), for inactives: cytoprotection (ATP increase), actives largely listed as activators; actives 0.14% (n = 230,000);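 also: potency is read from the fitted curve at half-maximal effect; % of control where 0% means no effect; nearly all actives have a fitted effect of over 45% in size; toxic huntingtin expression switched on by the ecdysone agonist tebufenozide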
#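 Quantitative HTS on tebufenozide-induced (100 nM) PC12 cells expressing HTTQ103 exon 1–GFP; compounds tested as a concentration series; survival measured via cellular ATP.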
# Luc counter = Kinase-Glo luciferase inhibition (counter-screen); Q27757; Kinase-Glo luciferase, ATP luminescence, 8 min; Potency, µM (highest dose often 38.3 µM), for the others: at the top dose activity change, negative = inhibition, hits mostly inhibitors; actives 0.28% (n = 200,000); AID 1379; also: potency is read from the fitted curve at half-maximal effect; % is scaled to controls: 0 for no effect and ±100 for the full control effect; nearly all actives have a fitted effect of over 60% in size
#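 Compound is pinned into ATP-containing buffer (10 uM ATP, imidazole pH 7.2, 7 mM MgCl2). Kinase-Glo luciferase reagent is then added. Light output is recorded following an 8-min room-temperature incubation.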
# CBFb RUNX1 block = inhibitors of human CBF-beta and RUNX1 interaction | Q01196+Q13951 | AlphaScreen CBFb-His/RUNX1-biotin binding, biochemical | Potency, µM (titrated, usually from 59.8 µM), for the others: top-dose activity, negative = inhibition, actives largely listed as inhibitors | 230,000 tested, under 10 active; also: % of control where 0% means no effect
# Target sequence (Q01196 whole entry, looked up): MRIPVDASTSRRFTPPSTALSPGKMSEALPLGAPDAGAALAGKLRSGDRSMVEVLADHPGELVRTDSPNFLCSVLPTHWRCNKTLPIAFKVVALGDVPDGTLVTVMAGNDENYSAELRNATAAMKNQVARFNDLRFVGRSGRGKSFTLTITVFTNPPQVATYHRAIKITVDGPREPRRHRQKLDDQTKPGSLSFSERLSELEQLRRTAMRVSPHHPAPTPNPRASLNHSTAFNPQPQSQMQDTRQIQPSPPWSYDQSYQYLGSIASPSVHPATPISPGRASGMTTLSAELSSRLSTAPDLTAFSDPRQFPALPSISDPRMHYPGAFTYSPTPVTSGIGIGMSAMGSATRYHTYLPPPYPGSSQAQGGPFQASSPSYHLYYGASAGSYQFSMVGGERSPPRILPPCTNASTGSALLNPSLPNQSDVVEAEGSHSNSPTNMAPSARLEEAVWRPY
# Target sequence (Q13951 whole entry, looked up): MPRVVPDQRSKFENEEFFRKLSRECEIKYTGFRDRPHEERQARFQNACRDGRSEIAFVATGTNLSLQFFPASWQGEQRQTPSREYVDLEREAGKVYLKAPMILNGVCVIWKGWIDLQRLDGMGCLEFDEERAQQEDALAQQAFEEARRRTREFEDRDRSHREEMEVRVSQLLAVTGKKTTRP
#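 AlphaScreen binding: CBFb-His and RUNX1-biotin (30 nM each) preincubated 20 min, compound added for 15 min, then nickel and streptavidin beads for 90 min, all at room temperature. Disruption of the interaction by any mechanism counts as activity.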
# LMNA splice mod = modulators of lamin A splicing; HeLa LMNA splicing GFP/RFP minigene ratio, 48 h; Potency, µM (highest dose often 46.1 µM), for the others: at the highest dose ratio change, negative = inhibition, actives largely listed as inhibitors; actives 0.01% (n = 200,000); active = well fitted inhibition curve with a large enough effect in the signal ratio, with a control signal flat, not every such curve was filed as active; inconclusive = small, poorly fitted or top-dose-only effect, or effect the other way, or a change in a side signal; the % refers to the signal ratio; also: potency is read from the fitted curve at half-maximal effect; % is scaled to controls: 0 for no effect and ±100 for the full control effect
#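 S3 HeLa stable clones carrying a lamin A-EGFP splicing minigene plus DsRed2 were seeded at 600 cells/well in Opti-MEM with 2% FBS, pin-dosed and incubated 48 h at 37°C. Acumen cytometry (488 nm) gave the GFP/RFP total-intensity ratio.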
# IMPase Li inh = IMPase inhibition in cells with lithium potentiation; CHO-M1 cells, IP1 TR-FRET (IP-One), carbachol + lithium; Potency, µM (series often up to 59.4 µM), for inactives: top-dose activity, negative = IMPase inhibition, most hits filed as inhibitors; actives 0.35% (n = 210,000); AID 1457;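 also: IP1 builds up when IMPase is blocked and the TR-FRET signal falls; potency is read from the fitted curve at half-maximal effect; plate controls were basal vehicle for no effect and high inhibitor control for full effect; nearly all actives have a fitted effect of over 50% in size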
#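 Test compounds were applied to CHO-M1 cells previously cultured for 16–30 h at 2000 per well. A small lithium amount accompanied them; after 30 min at 37C, IP1 was quantified by TR-FRET.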
# HttQ103 aggreg = mutant huntingtin aggregation inhibition. PC12 HttQ103-GFP aggregates, Acumen cytometry, 40 h. Potency, µM (series often up to 46.1 µM), without a hit: top-dose activity change, negative = inhibition, hits mostly inhibitors. actives 1.1% (n = 220,000); also: potency is read from the fitted curve at half-maximal effect; % is scaled to controls: 0 for no effect and ±100 for the full control effect; nearly all actives have a fitted effect of over 60% in size
#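 PC12 cells with ecdysone-inducible HTT exon1 Q103-GFP, induced by 100 nM tebufenozide, given compounds in a concentration series. GFP aggregates (1–25 um, 6 SD above background) counted in lysates by laser-scanning cytometry, 488 nm excitation.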
# * hit, by the source's call; ? = inconclusive; . = not tested or not shown; [ ] = another dose, or the depositor's remark. Unless noted, calls follow the shape of the dose curve; as a rule, active = well fitted curve in the direction sought with a large enough effect; inconclusive = small, poorly fitted or top-dose-only effect, or another doubt; inactive = no such curve, though single readings can be large; an effect the other way counts as inactive or inconclusive.
SMILES,SMN2 splice up,HTT ATP protect,Luc counter,CBFb RUNX1 block,LMNA splice mod,IMPase Li inh,HttQ103 aggreg
O=C(COc1ccccc1[N+](=O)[O-])Nc1ccc(NC(=O)c2cc3ccccc3o2)cc1,-82%[inhibitor],.,1%,3%,.,3%,.
Cc1ccc(S(=O)(=O)Nc2c(C)n(C)n(-c3ccccc3)c2=O)cc1C(=O)OC(C)C(=O)N(C)c1ccccc1 (stereo not given),16%,-18%,0%,-1%,12%[46 µM],14%,10%
O=c1oc(-c2cccnc2)nc2ccccc12,-13%,-14%,-5%,4%,-2%,3%[38.3 µM],-2%
CCc1ccc(-c2csc(NC(=O)C3CC(=O)N(c4ccc5c(c4)OCCO5)C3)n2)cc1 (stereo not given),-59%[inhibitor],-11%[10 µM],-3%,-13%,?,-2%,-22%
CC(C)Oc1ccccc1C1CC(=O)Nc2cc3c(cc21)OCO3 (stereo not given),-36%[inhibitor],-68%[inhibitor][10 µM],-6%,-6%,?,7%[38.3 µM],8%
Cc1cc(C(=O)NCC(=O)OCC(=O)N(C(C)C)C(C)C)ccc1[N+](=O)[O-],13µM*,15%[1.9 µM],-1%,2%,-12%,-13%,2%
Fc1ccc(-c2nc3ccccc3[nH]2)cc1,10µM*,0%[10 µM],?,0%,30%[46 µM],0%,1%[9.22 µM]
CCOC(=O)CN1C(=O)SC(Nc2ccc(C)cc2)C1=O (stereo not given),.,6%[10 µM],-3%,5%,.,1%,-14%[9.22 µM]
CCSc1nnc(NS(=O)(=O)c2ccc(C)cc2)s1,8%,.,2%,0%,-2%,-3%,1%
NC1=NC[C@@H](Cc2ccc(O)cc2)N1CCc1cccc(F)c1,.,11%[10 µM],.,14%,.,.,-7%[9.22 µM]

# Single records (already shown). Screens in order: SMN2 splice up, HTT ATP protect, Luc counter, CBFb RUNX1 block, LMNA splice mod, IMPase Li inh, HttQ103 aggreg
# `O=c1oc(-c2cccnc2)nc2ccccc12` in the list: -13%, -14%, -5%, 4%, -2%, 3%[38.3 µM], -2%
# `CCOC(=O)CN1C(=O)SC(Nc2ccc(C)cc2)C1=O` (stereo not given) in the list: ., 6%[10 µM], -3%, 5%, ., 1%, -14%[9.22 µM]
# `CCSc1nnc(NS(=O)(=O)c2ccc(C)cc2)s1` in the list: 8%, ., 2%, 0%, -2%, -3%, 1%
# `Cc1ccc(S(=O)(=O)Nc2c(C)n(C)n(-c3ccccc3)c2=O)cc1C(=O)OC(C)C(=O)N(C)c1ccccc1` (stereo not given) in the list: 16%, -18%, 0%, -1%, 12%[46 µM], 14%, 10%
# `CC(C)Oc1ccccc1C1CC(=O)Nc2cc3c(cc21)OCO3` (stereo not given) in the list: -36%[inhibitor], -68%[inhibitor][10 µM], -6%, -6%, ?, 7%[38.3 µM], 8%

# Carrying on.
SMILES,SMN2 splice up,HTT ATP protect,Luc counter,CBFb RUNX1 block,LMNA splice mod,IMPase Li inh,HttQ103 aggreg
Cc1ccc(CSc2nnc(-c3cccc(S(=O)(=O)N4CCOCC4)c3)n2C2CCCC2)cc1,-22%,8%[10 µM],-2%,-2%,?,13%,?
CCOc1ccccc1/C=N/NC(=O)CSc1n[nH]c(=O)[nH]c1=O,1%,28%,3%,7%,.,0%,2%
COC(=O)/C(C#N)=C1/C=Cc2ccccc2N1C,?,-1%[1.9 µM],6%,7%,-8%,6%,-5%
Cc1ccc(C)c(OCCN2C(=O)NC3(CCc4ccccc4C3)C2=O)c1 (stereo not given),-4%,5%[10 µM],3%,0%,?,2%,?
S=c1[nH]nc(-c2ccc(Br)cc2)n1Cc1ccco1,5%,-2%[10 µM],3%,2%,-1%,33%[38.3 µM],13%
C=CCNC(=O)C(C(=O)OCC)C1CCCCC1 (stereo not given),-8%,-1%[10 µM],4%,5%,-3%,3%,1%
COc1ccccc1N1CCN(C(c2cccs2)C(C)NC(=O)c2ccco2)CC1 (stereo not given),.,16%[10 µM],.,-1%,.,.,11%[9.22 µM]
O=C(c1nnc(-c2ccc(Cl)cc2)o1)C1CCCC1,?,-10%,-3%,6%,2%[46 µM],4%,-10%
CCc1c(C)nc(N2CCN(Cc3ccccc3)CC2)[nH]c1=O,-14%,7%[0.074 µM],-3%,1%,-1%,17%[38.3 µM],-2%
CCN(C(=O)CSc1nnc2ccccn12)c1c(N)n(Cc2ccccc2)c(=O)[nH]c1=O,-4%,-5%[10 µM],2%,-2%,-11%,6%,4%
CCCc1nc2oc3ccccc3c(=O)c2c(=O)n1-c1ccc(C)cc1,.,-53%[inhibitor][10 µM],.,2%,.,.,18%[9.22 µM]
COc1cc(OC)cc(-c2nc3cc(C)ccc3o2)c1,7.1µM*,11%,?,5%,-6%,26%[38.3 µM],-5%
Cc1c(C(=O)O)oc2ccc(S(=O)(=O)NCc3ccc(F)cc3)cc12,-8%,0%,0%,4%,-1%,-6%[38.3 µM],0%
Nc1n[nH]c2cc(=O)n(-c3cccc(C(F)(F)F)c3)nc12,-13%,13%,-1%,4%,?,8%,?
Cc1c(Cl)cccc1NC(=S)NCc1cccn1C,.,3%[10 µM],5%,-12%,5%,-4%,17%
CC(C)OCCCN1C=C2C(=O)C(C)(OC(=O)C3CCCC3)C(=O)C=C2C=C1c1ccsc1 (stereo not given),1%[9.22 µM],-17%[10 µM],-5%[7.66 µM],5%[13.1 µM],4%[9.22 µM],-13%,.
CC(NC(=O)CCC(=O)c1ccc(F)cc1)C1CC2CCC1C2 (stereo not given),16%,3%,2%,12%,-1%[46 µM],-1%,-2%
COc1ccccc1C(=O)Nc1ccccc1N1CCN(S(C)(=O)=O)CC1,?,-9%[0.074 µM],1%,8%,2%,26%[38.3 µM],-6%
CCSc1cnn(-c2ccccc2)c(=O)c1SCC,6%,-9%,-1%,1%,8%,10µM*,-9%
Cc1noc(C)c1C(=O)N1CC(C)OC(C)C1 (stereo not given),8%,-25%,-3%,1%,?,11%[38.3 µM],6%
CC1CCC(C(C)C)C(OC(=O)CSc2n[nH]c(=O)[nH]c2=O)C1 (stereo not given),-2%,14%,2%,4%,?,-14%[38.3 µM],-3%
COc1ccc(-c2nc(CS(=O)CC(=O)NCCCN3CC(C)CC(C)C3)c(C)o2)cc1OC (stereo not given),10%,-21%,-1%,-4%,-1%,-1%[38.3 µM],-5%
C=CCOC(=O)C1=C(C)NC(SCC)=C(C#N)C1c1ccc(Cl)cc1 (stereo not given),-15%,-55%[inhibitor],-3%,?,?,11%[38.3 µM],?
Cc1ccc(NC(=O)C2CCN(c3cnccn3)CC2)cc1C,-16%,.,-2%,1%,.,7%,.
CC(=O)Nc1ccc(S(=O)(=O)Oc2ccc3c(c2)C(C)=CC(C)(C)N3)cc1,?,16%[10 µM],-1%,-18%,?,12%,-17%
O=C(c1ccco1)N1CCN(CCCCOc2ccc(F)cc2)CC1,-18%,.,1%,5%,?,3%,1%
CCCCNC(=O)c1cc(-c2ccc(OC)c(OC)c2)on1,-2%,-3%,1%,-2%,6%,10%[38.3 µM],16%
Cc1cc(=O)oc2cc(OCC3CC(c4ccc(Cl)cc4)=NO3)ccc12 (stereo not given),5%,-18%,0%,3%,0%,-90%[38.3 µM],13%
Cc1ccc(C)c(NC(=O)c2cc3ccccn3n2)c1,13µM*,-31%[10 µM],-6%,11%,-7%,7%[38.3 µM],-9%
Cc1ccnc(NC(=O)/C=C/c2ccccc2[N+](=O)[O-])c1,2.8µM*,-151%[inhibitor],-29%,-1%,?,2%,9%
Cc1ccc(NC(=S)N2CCCCC2CO)cc1C (stereo not given),.,7%,0%,3%,.,2%,6%
CC1(C)Cc2c(sc(NC(=O)/C=C/C(=O)O)c2C#N)CO1,.,23%[10 µM],.,8%,.,.,-11%[9.22 µM]
COc1ccc(-c2nnc(SC(C)C(=O)Nc3nccs3)n2Cc2ccccc2)cc1OC (stereo not given),-16%,-40%[inhibitor],18%,-5%,-7%,7%[38.3 µM],1%
COC(=O)/C=C1\S/C(=N/N=C/c2ccc(Cl)cc2)NC1=O,.,10%[10 µM],.,9%,.,.,9%[9.22 µM]
O=[N+]([O-])c1ccc(N2CCN(S(=O)(=O)c3ccccc3)CC2)cc1N1CCc2ccccc2C1,.,-38%[10 µM],.,-4%,-13%,.,3%
CCc1cc2c(=O)n(CCC(C)C)c(=S)[nH]c2s1,-29%,8%[10 µM],2%,-9%,?,0%,?
CC(C)(C)C(=O)NC(=S)Nc1ccc(C(F)(F)F)cc1,.,7%[10 µM],.,3%,.,.,7%[9.22 µM]
CCOC(=O)C1=C(C)Nc2nc(SCC(=O)OC)nn2C1c1cc(F)cc(F)c1 (stereo not given),5%,7%[0.074 µM],4%,10%,-4%,6%[38.3 µM],14%
Cc1ccc2[nH]c(=O)c(CNS(=O)(=O)c3ccccc3)c(-c3ccccc3)c2c1,-10%[1.84 µM],41%[10 µM],1%,0%,-13%,2%,2%
COCCN1C(=O)c2ccccc2C(C(=O)Nc2ccc3c(c2)OCCO3)C1c1ccc(F)cc1 (stereo not given),-1%,11%,0%,-1%,12%,0%[38.3 µM],4%
CCOC(=O)C1=C(C)SC2=NS(=O)(=O)CCN21,4%,0%[10 µM],12%,7%,8%,-16%[38.3 µM],5%
C=CCC1c2cccc(C(=O)O)c2C(=O)N1c1cccc(OC)c1 (stereo not given),0%,18%[10 µM],2%,0%,.,6%,7%
O=C(O)C1CC(c2ccccc2)=NO1 (stereo not given),-8%,4%,0%,-11%,-3%,11%[38.3 µM],17%

# Arranged by the number under IMPase Li inh (descending): some entries from above
structure	IMPase Li inh
O=C(c1ccco1)N1CCN(CCCCOc2ccc(F)cc2)CC1	3%
CCc1cc2c(=O)n(CCC(C)C)c(=S)[nH]c2s1	0%
CC(C)OCCCN1C=C2C(=O)C(C)(OC(=O)C3CCCC3)C(=O)C=C2C=C1c1ccsc1 (stereo not given)	-13%

# Screens deposited in PubChem BioAssay by National Center for Advancing Translational Sciences (NCATS).
